# Bioassay records (PubChem)
# L3MBTL1 inh = qHTS Assay for the Inhibitors of L3MBTL1 | AID 485360, 2010 | 230,000 compounds, 0.66% hits | Lethal(3)malignant brain tumor-like protein 1 (Homo sapiens), Q9Y468 | Potency, µM (titrated, usually from 57.1 µM), without a hit: at the top dose activity, negative = inhibition, usual class: inhibitors | AlphaScreen L3MBTL1–H3K9me1 peptide binding; active = well fitted inhibition curve with a large enough effect; inconclusive = small, poorly fitted or top-dose-only effect; inactive = no such curve, though single readings can be large or run the other way; also: nearly all actives have a fitted effect of over 60% in size
# Target sequence (Q9Y468 whole entry, looked up): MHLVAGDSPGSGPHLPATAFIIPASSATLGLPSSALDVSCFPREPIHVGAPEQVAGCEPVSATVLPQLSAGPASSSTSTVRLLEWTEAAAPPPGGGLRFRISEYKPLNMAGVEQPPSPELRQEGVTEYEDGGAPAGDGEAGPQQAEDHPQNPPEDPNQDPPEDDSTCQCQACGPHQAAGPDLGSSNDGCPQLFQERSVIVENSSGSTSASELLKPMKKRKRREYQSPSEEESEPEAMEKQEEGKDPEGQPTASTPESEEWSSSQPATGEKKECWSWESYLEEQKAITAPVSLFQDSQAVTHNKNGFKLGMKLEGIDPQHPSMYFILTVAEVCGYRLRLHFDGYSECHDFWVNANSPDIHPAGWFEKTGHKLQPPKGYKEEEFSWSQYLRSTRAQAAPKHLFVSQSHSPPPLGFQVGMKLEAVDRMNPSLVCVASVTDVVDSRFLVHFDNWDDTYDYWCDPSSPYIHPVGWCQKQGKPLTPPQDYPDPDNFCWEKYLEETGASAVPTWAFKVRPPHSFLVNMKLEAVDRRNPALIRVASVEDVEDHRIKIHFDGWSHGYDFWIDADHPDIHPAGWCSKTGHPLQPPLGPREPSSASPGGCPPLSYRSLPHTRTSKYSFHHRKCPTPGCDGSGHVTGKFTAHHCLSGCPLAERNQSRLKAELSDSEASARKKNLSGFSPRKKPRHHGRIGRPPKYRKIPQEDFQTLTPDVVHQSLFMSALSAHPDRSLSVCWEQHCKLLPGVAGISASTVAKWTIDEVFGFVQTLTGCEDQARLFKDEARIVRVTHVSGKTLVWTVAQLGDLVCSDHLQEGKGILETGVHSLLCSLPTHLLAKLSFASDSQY
#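 First, the protein-peptide complex forms for 30 min at room temperature (L3MBTL1 50 nM, biotinylated H3K9me1 peptide 75 nM). Next, compounds are pin-transferred and incubated 30 min. Finally, AlphaScreen beads are added and read after 30 min.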
# An asterisk follows results filed as active; ? = inconclusive; [ ] = remark or other dose. % is scaled to controls: 0 for no effect and ±100 for the full control effect; potency is read from the fitted curve at half-maximal effect. Only part of the results is shown, so the mix of outcomes need not match the whole.
structure	L3MBTL1 inh
COc1cc(NC(=O)Cn2cnc3c(NCc4ccccc4)ncnc32)cc(OC)c1OC	-11%
CNC[C@@H](C)NC[C@@H](Cc1ccccc1)NCCc1ccccc1	-2%
COc1cc(C(=O)N2CCN(S(=O)(=O)c3cccc(F)c3)CC2)ccc1OCC(=O)N1CCOCC1	-14%
O=C(NCCCN1CCOCC1)c1cc(Cl)ccc1Cl	5%
CC(C)(C)OC(=O)C[C@H]1C/C=C\C[C@H](CC(=O)N[C@@H](CO)Cc2ccccc2)C(=O)N[C@H](C(C)(C)C)COC1=O	2%
CCCCN(C)C(=O)C1CCCN(S(=O)(=O)c2ccc3c(c2)oc(=O)n3C)C1 (centres undefined)	1%
Cc1ccccc1CNC(=O)C1CCN(c2nnc(N3CCCC3=O)s2)CC1	-1%
O=C(CSc1nnc(-c2ccco2)n1-c1ccccc1)Nc1c(Cl)cc(Cl)cc1C(=O)O	0%
CCOc1ccc(NC(=O)CN(C)C(=O)c2cc3c(s2)CCCCC3)cc1OCC	9%
COc1ccccc1CC(=O)NC1CC1	-4%
O=C(CN1C(=O)NC2(CCc3ccccc32)C1=O)c1ccc(Br)cc1 (centres undefined)	-3%
COc1cccc(NC(=O)CN(C)C(=O)CNC(=O)c2sc3ccccc3c2Cl)c1	1%
C[C@H](CO)N1C[C@H](C)[C@@H](CN(C)Cc2ccc(-c3ccccc3)cc2)Oc2c(NC(=O)c3ccncc3)cccc2C1=O	-5%
C=CC(=O)Nc1cccc(Oc2ncnc3[nH]cc(-c4cnc5ccccc5c4)c23)c1	-2%
CCc1nnc(NC(=O)CN2CCCC(C)C2)s1 (centres undefined)	-4%
Cc1ccc(C(=O)N2CCN(S(=O)(=O)c3ccc(C(C)C)cc3)CC2)s1	4%
CC(=O)Nc1ccc(NC(=O)c2cccc3ccccc23)cc1	-5%
Cc1ccccc1S(=O)(=O)Nc1ncnc2sccc12	-39%
Cc1noc(C)c1S(=O)(=O)N(C)C[C@H]1Oc2ccc(NS(=O)(=O)c3ccc(F)cc3)cc2C(=O)N([C@H](C)CO)C[C@@H]1C	1%
Cc1ccc(CNc2nnnn2C)cc1	-4%
O=C(O)[C@@H]1CCCN1S(=O)(=O)c1cccc2cccnc12	8%
C=CCn1c(SCC(=O)NCC2CCCO2)nnc1-c1ccncc1 (centres undefined)	0%
CSCCC(NC(=O)c1ccc(Cl)cc1Cl)C(=O)N1CCCCCCC1 (centres undefined)	1%
COC(=O)c1cc(S(=O)(=O)Nc2ccc(C)c(F)c2)c[nH]1	-7%
COc1ccc(C(=O)Nc2ccc(Nc3ccccc3)cc2)cc1[N+](=O)[O-]	-29%
Cc1cc(N(C)C(=O)c2ccc3c(c2)S(=O)(=O)c2cc(Cl)ccc2C3=O)c(C(F)(F)F)o1	-1%
Cc1cccc(NC(=O)CSCC(=O)N(C)Cc2c(F)cccc2Cl)c1	-3%
CCOC(=O)c1nn(-c2ccc(F)cc2)c(=O)cc1OCC(=O)Nc1cccc(C)c1	-6%
Cc1ccc(C(=O)Oc2ccc(/C=C3\C(=N)N4N=C(N5CCOCC5)SC4=NC3=O)cc2)cc1	-3%
CC(=O)Oc1ccc(-c2nc3c(C)cccc3c(=O)o2)cc1	-7%[2.29 µM]

# A draw from above in order of length of the SMILES, highest first.
structure	L3MBTL1 inh
COc1cc(C(=O)N2CCN(S(=O)(=O)c3cccc(F)c3)CC2)ccc1OCC(=O)N1CCOCC1	-14%
COc1ccc(C(=O)Nc2ccc(Nc3ccccc3)cc2)cc1[N+](=O)[O-]	-29%
Cc1ccccc1CNC(=O)C1CCN(c2nnc(N3CCCC3=O)s2)CC1	-1%

# Single values from the results shown.
# `CNC[C@@H](C)NC[C@@H](Cc1ccccc1)NCCc1ccccc1` | L3MBTL1 inh = -2%
# `CCc1nnc(NC(=O)CN2CCCC(C)C2)s1` (centres undefined) | L3MBTL1 inh = -4%
# `COc1ccccc1CC(=O)NC1CC1` | L3MBTL1 inh = -4%
# `Cc1cccc(NC(=O)CSCC(=O)N(C)Cc2c(F)cccc2Cl)c1` | L3MBTL1 inh = -3%

# (further entries)
structure	L3MBTL1 inh
O=C(c1cc(F)c(F)cc1Cl)N1CCN(c2ncccn2)CC1	-1%
CSc1ccc(S(=O)(=O)NCC(=O)OCC(=O)NCc2cccs2)cc1[N+](=O)[O-]	-2%
COc1cccc(S(=O)(=O)NCC(=O)N2CCCC2)c1	37%[activator]
Cc1ccc2cccc(OCc3ccc(F)cc3)c2n1	6%
COCCNC(=O)C1CCC(=O)N1S(=O)(=O)c1ccc(C)cc1 (centres undefined)	1%
CC(C#N)OC(=O)c1cccnc1SCC(=O)Nc1ccc2c(c1)OCO2 (centres undefined)	-5%
CS(=O)(=O)N(CC(=O)NCCSCc1cccc(Cl)c1)c1ccccc1F	-3%[2.29 µM]
COCCNC(=O)c1csc(Nc2cccc3ccccc23)n1	-5%
COc1cc(N)c(Cl)cc1C(=O)OCC(=O)NCc1cccs1	1%
CSc1cccc(N2CC(C(=O)N(CC(C)C)c3c(N)n(Cc4ccccc4)c(=O)[nH]c3=O)CC2=O)c1 (centres undefined)	?
CN(CC(=O)Nc1cccc(F)c1)C(=O)c1ccc(N2CCCCCC2)c([N+](=O)[O-])c1	-22%
O=C(NNC(=O)C1CC(=O)N(c2ccc3c(c2)OCCO3)C1)c1ccc(F)cc1 (centres undefined)	3%
CC1CCCC(NC(=O)c2ccc(F)c(S(=O)(=O)N3CCOCC3)c2)C1C (centres undefined)	0%
CCOc1cc(N2CCOCC2)c(OCC)cc1NC(=O)Cn1cnnn1	-3%
Cc1ccc(S(=O)(=O)N(Cc2ccc([N+](=O)[O-])cc2)C(=O)N2CCN(C)CC2)cc1	0%
FC(F)(F)c1ccc(NCCc2ccccc2)nc1	23%
Cc1c(CCOC(=O)c2ccc(Cl)cc2Cl)sc[n+]1CC(=O)c1ccc(Br)cc1	2%
CCOc1ccccc1N(CC(=O)Nc1ccccc1)S(=O)(=O)c1ccccc1	7%
Cc1ccccc1-c1nc2sc(C)c(C)c2c(=O)o1	3%
Nc1ccc(C2(c3ccc(N)cc3)OC(=O)c3ccccc32)cc1	-5%
Cc1ccc(C)c(NC(=O)COC(=O)c2cc(=O)c3ccccc3o2)c1	?
O=C(CNc1ccc(Br)cc1)Nc1cccc(S(=O)(=O)N2CCCC2)c1	-10%
COc1ccc(CNC(=O)COC(=O)c2ccc(Br)o2)cc1	-3%
O=C(CN1CCN(S(=O)(=O)c2cccc(Cl)c2)CC1)NCC1(N2CCOCC2)CCCCC1	1%
COc1cc(OC)cc(C(=O)NCCCn2ccnc2)c1	9%
CN(CC(=O)Nc1ccccc1Br)C(=O)c1n[nH]c2ccccc12	3%
CCN1CCN(c2ccc(S(=O)(=O)N3CCOCC3)cc2NC(=O)C(C)Oc2ccc(F)cc2)CC1 (centres undefined)	-7%
Cc1cc(C(=O)COC(=O)c2cccc(S(=O)(=O)N(C)C)c2)c(C)n1CC1CCCO1 (centres undefined)	-15%
CC(=O)NCCC(=O)Nc1cc(S(=O)(=O)N2CCCCC2)ccc1N1CCN(C)CC1	-9%
Cc1cccc(N2N=C(C(=O)N3Cc4ccccc4CC3C(N)=O)CCC2=O)c1 (centres undefined)	3%

# Next entries.
structure	L3MBTL1 inh
CC1(C)CC(NC(=O)c2cccc(Cl)c2)CC(C)(C)N1	-4%
Cc1cc(C)n(S(=O)(=O)c2ccc(F)cc2)n1	4%[2.29 µM]
COc1ccc(C2=NS(=O)(=O)N(C)C(C(=O)N3CCN(C)CC3)=C2)cc1	2%
Clc1ccc(-c2nnc(-c3cccnc3)o2)cc1	-3%
COc1ccc(NC(=O)CN(C)C(=O)CCCc2nc3ccccc3c(=O)[nH]2)cc1	-3%
Cc1ccc(SCC(=O)OCC(=O)N(CCC#N)c2ccccc2)cc1	9%
Cc1ccc(C(=O)NNC(=O)COC(=O)COc2ccccc2C#N)cc1	8%
Cc1cc(C)cc(OCC(=O)N(C)CC(=O)Nc2ccc(N3CCOCC3)cc2)c1	-10%
Cc1ccc(S(=O)(=O)N2CCC(C(=O)NCc3ccccc3CN3CCCC3)CC2)cc1C	-8%
CC(C)c1ccc(S(=O)(=O)N2CCN(C(C)C(=O)NC3CCCC3)CC2)cc1 (centres undefined)	-2%
CN(C)N(Cc1ccccc1)C(=O)C(O)(c1ccccc1)c1ccccc1	12%
O=C(COC(=O)c1c(Cl)ccc(Cl)c1Cl)NCC1CCCO1 (centres undefined)	4%
Cc1ccc(Cl)cc1NC(=O)COC(=O)CN1C(=O)C2CCCCC2C1=O (centres undefined)	5%
Cc1ccccc1NS(=O)(=O)c1ccc(C(=O)N2CCCC(C(F)(F)F)C2)cc1 (centres undefined)	-1%
Cc1ccc(C)c(N2N=C(C(=O)OCc3nnc(-c4ccccc4)o3)CCC2=O)c1	7%
Cc1ccc(S(=O)(=O)NOCc2ccccc2)cc1	-2%
CCC1CCCCN1C(=O)COC(=O)c1cc(C)nc2ccccc12 (centres undefined)	-1%
Cc1cc(=O)oc2cc(NC(=O)C(C)Oc3ccccc3)ccc12 (centres undefined)	0%
CCC(=O)NC(c1ccc(C)cc1)c1cc(Cl)c2cccnc2c1O (centres undefined)	40%[activator]
Cn1c(CNC(=O)C2CCCCC2)cc2ccccc21	3%
CCC(C(=O)Nc1cccnc1Cl)c1ccccc1 (centres undefined)	5%[2.29 µM]
C[C@@]12C(=O)Nc3ccc(F)cc3C(=O)N1[C@H]1c3cc(Br)ccc3OC[C@@H]1[C@@H]2c1ccccc1	-5%
CCN(CC)C(=O)[C@H]1CC(CC(=O)NCc2cccc(C(F)(F)F)c2)C(=O)N2CCc3c([nH]c4ccc(OC)cc34)[C@]12C (some centres undefined)	0%
Nc1nc(-c2ccc(Oc3ccccc3)cc2)cs1	-1%
Cc1cccc(C)c1NC(=O)C1CSC2(C)CCC(=O)N12 (centres undefined)	10%
CCc1ccccc1NC(=O)CNC(=O)c1cc(C2CC2)nn1-c1ccccc1	37%[activator]
O=C(NNS(=O)(=O)c1ccccc1)c1cccc(F)c1	-2%[2.29 µM]
O=C(Oc1ccc(-c2nnco2)cc1)c1ccc(F)c(S(=O)(=O)N2CCOCC2)c1	1%
COc1ccc(NC(=O)CCS(=O)(=O)c2ccc3nc(C)sc3c2)cc1OC	5%
Cc1ccccc1CSc1nc2ccccc2c(=O)n1C	2%

# The last five compounds of the section above come first, to join the parts:
structure	L3MBTL1 inh
CCc1ccccc1NC(=O)CNC(=O)c1cc(C2CC2)nn1-c1ccccc1	37%[activator]
O=C(NNS(=O)(=O)c1ccccc1)c1cccc(F)c1	-2%[2.29 µM]
O=C(Oc1ccc(-c2nnco2)cc1)c1ccc(F)c(S(=O)(=O)N2CCOCC2)c1	1%
COc1ccc(NC(=O)CCS(=O)(=O)c2ccc3nc(C)sc3c2)cc1OC	5%
Cc1ccccc1CSc1nc2ccccc2c(=O)n1C	2%
COc1ccc(CCNC(=O)COC(=O)/C=C/c2cccc(F)c2)cc1	2%
O=C(CCNC(=O)c1ccc(Br)cc1)NCCCSc1ccccc1	1%
C[C@]12CCC(=O)C=C1CCC1C2CC[C@@]2(C)C1CCC21OCCO1 (some centres undefined)	-3%
COc1cccc(NC(=O)CN(C)C(=O)CCNC(=O)c2ccccc2Cl)c1	5%
C[C@H](CO)N1C[C@H](C)[C@@H](CN(C)C(=O)Nc2ccc(C(F)(F)F)cc2)Oc2c(NS(=O)(=O)c3ccc(F)cc3)cccc2C1=O	-4%
COc1ccc(-c2coc3cc(O[C@@H]4O[C@H](CO)[C@@H](O)[C@H](O)[C@H]4O)ccc3c2=O)cc1	2%
CCN(C(=O)Cn1cnc2c1c(=O)n(C)c(=O)n2C)C1CCCCC1	4%
COc1ccc(C(=O)NCCS(=O)(=O)NCc2cccnc2)cc1	0%
O=C(CCNC(=O)c1ccc([N+](=O)[O-])cc1)Nc1cc(Cl)ccc1N1CCOCC1	-2%
COCCN(Cc1nc2ccccc2c(=O)[nH]1)C(=O)c1cccc(S(=O)(=O)N2CCCC2)c1	3%
O=S(=O)(c1cccc(Br)c1)N1CCN(S(=O)(=O)c2ccc3c(c2)OCCO3)CC1	-3%
COc1ccccc1CN(C)C(=O)CN1CCN(CC(=O)Nc2ccccc2Cl)CC1	-7%
Cc1ccc(C)c(OCCC(=O)OCC(=O)c2c(N)n(C)c(=O)n(C)c2=O)c1	-5%
O=C(O)C1CCC(N2C(=O)c3cccc([N+](=O)[O-])c3C2=O)CC1 (centres undefined)	10%
COc1ccc(CN(C)C(=O)Cn2ccc(NC(=O)OCc3ccccc3)nc2=O)cc1OC	-5%
Cc1ccc(NC(=O)c2ccc(S(=O)(=O)N3CCC(C)CC3)cc2)nc1	-3%
Cc1ccccc1-c1nnc(SCC(=O)c2c(N)n(C3CC3)c(=O)[nH]c2=O)o1	2%
CC1CCN(C(=O)COC(=O)c2cc(S(=O)(=O)N3CCOCC3)ccc2Cl)CC1	-1%
COc1ccccc1C(CNC(=O)C1CCN(C(=O)Nc2ccccc2)CC1)N1CCCC1 (centres undefined)	0%
Cc1cc(=O)[nH]c(SCC(=O)NC2CCCCCCC2)n1	3%
CC(C(=O)N1CCc2ccccc21)n1cnc2c1c(=O)n(C)c(=O)n2C (centres undefined)	-2%
Cc1ccccc1C(=O)OCC(=O)N(C)c1c(N)n(Cc2ccccc2)c(=O)[nH]c1=O	12%
COc1ccc(C)cc1NCc1ccc(OC)c(C)c1OC	?
CC(C)CCN1C(=O)c2ccc(C(=O)N3CCCCC3)cc2C1=O	-4%
